M5 PAM: CHRM5 positive allosteric modulation | CHO-K1 hM5, Fluo-8 calcium, ACh EC20 PAM; 0% = ACh EC20, 100% = ACh EC100 | activation, % at 3 µM | actives 0.3% (n = 360,000);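 active = activation above the run cutoff, the mean activation of all test compounds plus 3 SD, cut at about 18% in these data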
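Assay system – human M5 receptor in CHO-K1 cells · Read-out – % activation, ACh-normalized · Technique – Fluo-8 calcium fluorescence · Dosing – single-point, 3 µM nominal · Incubation – Fluo-8 loading 80 min at 37 °C plus 30 min room temperature · Repeats – singlicate, one well per test compound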
M4 ag: agonists of human muscarinic M4 receptor (CHRM4). CHO-K1 hM4/Gqi5, Fluo-8 calcium fluorescence; vehicle 0%, full acetylcholine response 100%. activation, % at 3 µM. actives 0.14% (n = 360,000). AID 624127. P08173;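 active = activation above the run mean over all test wells plus 3 SD, cut at about 32% in these data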;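 note: peak over basal fluorescence ratio per well then scaled between controls; 0% = DMSO wells and 100% = acetylcholine at EC100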
Target sequence (P08173 whole entry, looked up): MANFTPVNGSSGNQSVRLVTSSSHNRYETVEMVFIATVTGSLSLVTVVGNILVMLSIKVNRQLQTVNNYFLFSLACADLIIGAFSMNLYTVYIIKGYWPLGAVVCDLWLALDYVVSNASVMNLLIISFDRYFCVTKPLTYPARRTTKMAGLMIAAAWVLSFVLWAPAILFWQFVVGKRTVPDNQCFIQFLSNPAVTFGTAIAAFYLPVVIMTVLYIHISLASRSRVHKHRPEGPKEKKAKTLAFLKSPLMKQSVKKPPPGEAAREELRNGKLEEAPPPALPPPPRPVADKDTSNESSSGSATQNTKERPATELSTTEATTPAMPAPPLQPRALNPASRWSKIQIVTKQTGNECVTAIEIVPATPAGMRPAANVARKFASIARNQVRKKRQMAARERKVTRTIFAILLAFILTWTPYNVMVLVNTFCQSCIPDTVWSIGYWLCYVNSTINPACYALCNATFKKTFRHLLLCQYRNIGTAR
CHRM5 agonist: agonists of human muscarinic M5 receptor (CHRM5) | P08912 | CHO-K1 hM5 cells, Fluo-8 calcium fluorescence; 0% DMSO wells, 100% maximal acetylcholine response | activation, % at 3 µM | actives 0.19% (n = 360,000) | AID 624037;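 active = activation above the run's mean over test compounds plus 3 SD, cut at about 23% in these data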;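 note: signal is peak over basal fluorescence ratio across the kinetic read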
CRFBP-R2 block: antagonists of CRF-binding protein/CRF-R2 receptor complex; HEK293 CRF-R2/CRF-BP, CRF-induced calcium fluorescence; inhibition, % at 11.8 µM; actives 0.59% (n = 350,000); AID 588475;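 active = inhibition of the ligand-induced calcium signal above about 50% at the single tested concentration, limit read from the data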
M5 antag: blocks acetylcholine activation of human M5 receptor; P08912; CHO-hM5 cells, Fluo-8 calcium fluorescence, ACh EC80; inhibition, % at 3 µM; actives 0.59% (n = 360,000);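 active = inhibition above a per-plate cutoff, the mean of that plate's test compounds plus 3 SD, cut at about 27% in these data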;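 note: 0% = acetylcholine EC80 with DMSO and 100% = DMSO without agonist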
CHRM1 PAM: human CHRM1 positive allosteric modulation; P11229; CHO-K1 hM1, Fluo-8 calcium fluorescence, ACh EC20; 0% = ACh EC20, 100% = maximal ACh; activation, % at 3 µM; actives 0.088% (n = 360,000); in the data active = activation above about 19%, passing the limit was not always enough
Target sequence (P11229 whole entry, looked up): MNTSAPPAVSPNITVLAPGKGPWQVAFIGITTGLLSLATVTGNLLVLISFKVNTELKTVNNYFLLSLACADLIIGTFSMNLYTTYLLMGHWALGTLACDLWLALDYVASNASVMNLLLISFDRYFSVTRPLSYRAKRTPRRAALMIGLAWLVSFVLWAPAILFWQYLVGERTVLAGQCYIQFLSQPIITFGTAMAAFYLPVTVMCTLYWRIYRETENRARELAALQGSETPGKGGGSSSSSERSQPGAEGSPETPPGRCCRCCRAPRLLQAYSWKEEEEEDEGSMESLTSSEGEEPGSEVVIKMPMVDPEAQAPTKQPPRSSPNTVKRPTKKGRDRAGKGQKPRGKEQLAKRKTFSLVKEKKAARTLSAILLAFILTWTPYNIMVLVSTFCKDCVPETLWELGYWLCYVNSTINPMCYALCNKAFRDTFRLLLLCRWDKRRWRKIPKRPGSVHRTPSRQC
CRFBP-R2 agonist: CRF-BP/CRF-R2 complex agonism; HEK293 CRF-R2/CRF-BP, calcium dye fluorescence (FLIPR); percent of saturating CRF peptide response; activation, % at 13.2 µM; actives 0.46% (n = 350,000);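 active = activation of at least 50%, plus an integration ratio under a set limit after plate pattern correction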;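 note: plate controls were neutral control wells without compound for no effect and CRF at EC100 for full effect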
M4 PAM: potentiates acetylcholine response at human M4 receptor; P08173; CHO-K1 hM4/Gqi5, Fluo-8 calcium fluorescence, ACh EC20; 0% = ACh EC20, 100% = maximal ACh; activation, % at 3 µM; actives 0.4% (n = 360,000); AID 624126;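 active = activation above its plate's cutoff, the mean activation of sample wells plus 3 SD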; note: some results filed as inactive read as strong as hits
CHRM4 antagonist: blocks acetylcholine activation of human M4 receptor; P08173; CHO-hM4 cells, ACh EC80, Fluo-8 calcium fluorescence; inhibition, % at 3 µM; actives 0.73% (n = 360,000);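 active = inhibition above its plate's cutoff, the mean inhibition of sample wells plus 3 SD, cut at about 27% in these data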;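 note: 0% = acetylcholine EC80 with DMSO and 100% = DMSO without agonist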
* marks the source's active call; other numbers are inactive results; nt = not tested or not shown. No enrichment for hits (roughly 2.6% active in at least one column).

Compound	CRFBP-R2 block	M5 PAM	M4 PAM	CHRM5 agonist	M4 ag	CHRM1 PAM	CHRM4 antagonist	CRFBP-R2 agonist	M5 antag
Cc1ccc(-c2ocnc2C(=O)Nc2nc(C)cs2)cc1	5	-2	6	-6	-1	10	2	0.1	14
COc1ccc(NC(=O)C(=O)NCCN2CCN(C(=O)c3cccs3)CC2)cc1	0	3	10	1	1	2	-1	1.0	4
NC(=O)c1cc(S(=O)(=O)NCc2cccc(Br)c2)cs1	-2	1	-7	-1	0	3	2	-0.2	2
O=C(N/C(=N\O)c1ccccc1)Nc1ccc(Cl)cc1	5	-7	-6	0	10	-6	6	-1.0	9
COc1ccc(-c2nc3c(Cl)cc(C(F)(F)F)cn3c2Cc2ccc(C)cc2)cc1OC	nt	3	7	2	0	-4	-8	nt	-10
C[C@@H]1CN([C@H](C)CO)C(=O)CCCn2cc(nn2)CO[C@H]1CN(C)S(=O)(=O)c1ccc(C#N)cc1	-11	0	-2	-1	-1	3	2	0.3	11
CC(C)(C)[C@@H]1C=C(C(=O)N2CCN(Cc3ccccc3)CC2)O[C@H](OCc2ccc(CO)cc2)C1	0	2	0	3	3	9	-9	-0.4	5
Cc1cc(C)c2c(N)c(C(=O)NN)sc2n1	-6	1	0	0	1	4	-4	3.6	7
O=C(C[n+]1ccccc1)N/N=C/c1cccc(Cl)c1Cl	7	-4	3	-5	0	-6	-24	-3.2	10
Cc1cccc(Nc2cc(C)nc3ccccc23)c1	18	1	-1	-6	1	13	-6	-1.3	11
Cc1cc(C)nc(NC(=O)c2ccc(COc3ccccc3Cl)cc2)c1	-33	-5	-9	-2	0	-8	3	-2.3	5
CN1CCCN(C(=O)Cc2c(Cl)cccc2Cl)c2nc3ccccc3nc21	-1	-3	-6	4	3	8	2	-0.3	4

Random excerpt: 2 entries already listed, in no set order.
Compound	CRFBP-R2 block	M5 PAM	M4 PAM	CHRM5 agonist	M4 ag	CHRM1 PAM	CHRM4 antagonist	CRFBP-R2 agonist	M5 antag
CN1CCCN(C(=O)Cc2c(Cl)cccc2Cl)c2nc3ccccc3nc21	-1	-3	-6	4	3	8	2	-0.3	4
COc1ccc(NC(=O)C(=O)NCCN2CCN(C(=O)c3cccs3)CC2)cc1	0	3	10	1	1	2	-1	1.0	4

Other structures:
Compound	CRFBP-R2 block	M5 PAM	M4 PAM	CHRM5 agonist	M4 ag	CHRM1 PAM	CHRM4 antagonist	CRFBP-R2 agonist	M5 antag
O=C(CNS(=O)(=O)c1ccccc1)N1CCN(Cc2ccccc2)CC1	-2	-2	6	-5	1	9	-5	0.8	6
Cc1ccc(S(=O)(=O)CCC(=O)OCC(=O)Nc2cccc(S(=O)(=O)N3CCCCC3)c2)cc1	9	-18	-7	5	19	-14	-7	-1.2	23
COc1ccc(CN(C)CC(=O)Nc2ccc(SC(F)F)cc2)cc1OC	0	-6	-10	3	12	7	-4	-0.5	17
O=C(NC1CCCCC1)C(c1ccccc1)N(C(=O)Cc1ccsc1)c1ccccc1 (configuration not stated)	3	-1	1	7	2	9	3	-0.6	3
C=CCNC(=O)c1cc2cccc(OC)c2oc1=O	-9	6	5	2	1	7	7	-0.8	-1
CCOC(=O)[C@]12CCCC=C1N(Cc1ccco1)C(=O)[C@H](CC(=O)NCC1CCCCC1)C2	nt	1	2	0	-2	nt	3	nt	4
CC(C)c1nnc(SCC(=O)N2CCc3ccccc32)n1N	-7	-3	-11	-4	1	1	7	-1.5	5
Cc1nc2ccc(C(=O)NC(C)(C)C)cn2c1N(C)C(=O)CCc1ccccc1	nt	-2	1	1	1	0	0	nt	7
O=C(Cc1ccc(NS(=O)(=O)c2ccc(F)cc2)cc1)NCc1ccccc1	-10	-1	0	-10	4	4	-3	-2.1	-5
O=C(O)CCCN1C(=O)NC2NC(=O)NC21 (configuration not stated)	7	2	9	3	0	-5	-18	0.4	-3
COc1ccc2nc(SCCN(C)C)[nH]c2c1	-4	1	-6	-6	0	2	7	0.0	11
CCc1nnc(NS(=O)(=O)c2ccc(NC(=S)Nc3ccc(F)cc3)cc2)s1	14	2	4	3	0	9	0	0.5	4

Single values from the list:
CHRM5 agonist result of Cc1cc(C)nc(NC(=O)c2ccc(COc3ccccc3Cl)cc2)c1 is entered as -2
CRFBP-R2 agonist result of Cc1ccc(-c2ocnc2C(=O)Nc2nc(C)cs2)cc1 is entered as 0.1
CHRM1 PAM result of CC(C)c1nnc(SCC(=O)N2CCc3ccccc32)n1N is entered as 1

(more compounds)
Compound	CRFBP-R2 block	M5 PAM	M4 PAM	CHRM5 agonist	M4 ag	CHRM1 PAM	CHRM4 antagonist	CRFBP-R2 agonist	M5 antag
COc1ccc(S(=O)(=O)NC(C)C(=O)NCc2ccco2)cc1OC (configuration not stated)	1	0	-6	-1	0	11	11	-0.6	7
CCOC(=O)Cc1csc(NC(=S)NC(=O)c2cc(OC)c(OC)c(OC)c2)n1	25	-8	-9	1	7	-7	7	-1.6	19
NC(=O)c1ccc(C(F)(F)F)n(Cc2c(Cl)cccc2Cl)c1=O	-55	1	6	0	0	20*	0	2.9	-4
CCOC(=O)c1nonc1NC(C)=O	-71	-4	6	-1	0	10	3	5.2	-1
Cc1ccc(Cl)cc1N1CCN(C(=O)CCCn2c(=O)c3cccn3c3cccnc32)CC1	7	-5	-2	-6	11	-8	6	8.8	16
CC1(c2nnnn2Cc2ccccc2)CCC(=O)N1Cc1cccs1 (configuration not stated)	nt	-3	7	-2	1	nt	-9	nt	-1
CCCCOc1ccc(CSC(CC(=O)O)C(=O)O)cc1 (configuration not stated)	-10	-1	-4	3	1	1	10	-0.7	0
Cc1cc(C(=O)CSc2nnc(-c3ccco3)o2)c(C)n1-c1ccc2c(c1)OCCO2	-1	-14	-13	3	4	-5	2	0.8	5
CNS(=O)(=O)c1cccc(C(=O)OC2CCCCC2=O)c1 (configuration not stated)	19	2	11	2	1	10	-1	-2.0	4
O=C(Oc1ccc(-c2ccccc2)cc1)N1CCCCC1	-7	8	14	-4	0	-7	3	3.7	10
NC(=O)c1ccsc1NC(=O)C1CCCN1S(=O)(=O)c1ccc(Cl)cc1 (configuration not stated)	-38	3	-4	6	1	2	10	-2.1	-7
COc1ccc2oc(C(=O)OCC(=O)NC3CCS(=O)(=O)C3)c(C)c2c1 (configuration not stated)	-2	-3	11	-1	2	10	-2	0.9	-2
CCN(CC)CCNc1ccnc2cc(Cl)ccc12	-10	-2	-5	-3	0	-4	17	1.3	7
CC(C)C(C)(C#N)NC(=O)COC(=O)C1CCN(S(=O)(=O)c2ccc3c(c2)OCCO3)CC1 (configuration not stated)	-3	-1	-2	-1	4	4	-1	-2.0	-4
COc1ccc(S(=O)(=O)N2CCC(C(=O)N3CCCCC3)CC2)cc1Cl	4	2	4	4	3	-1	-5	2.4	-13
CCN1C(=O)/C(=C2/Sc3ccc(OC)cc3N2C)SC1=Nc1ccc(OC)cc1	-6	-7	1	-4	1	0	2	-0.4	15
CC(C)c1ccc(OCC(=O)Nc2ccccc2C(=O)N2CCOCC2)cc1	-4	-5	-1	-2	5	12	-4	0.0	5
O=C(Nc1cc(C(F)(F)F)ccc1N1CCOCC1)c1cccs1	-35	4	5	-9	1	0	1	-0.2	-4
Cc1ccc(NC(=O)COC(=O)CCC(=O)c2ccc(C(C)(C)C)cc2)c([N+](=O)[O-])c1	-26	-3	7	-1	0	-7	3	0.7	-4
CC(=O)N1CCc2cc(S(=O)(=O)CCC(=O)NCCc3ccc(Cl)cc3)ccc21	-9	-2	-8	3	10	-4	13	-1.5	5
CCCCCc1ccc(-c2cn(Cc3ccc4ccccc4c3)nn2)cc1	-5	6	16	-2	1	13	-17	2.4	9
CC12COC3(C(=O)N4CCN(c5ccccn5)CC4)CC1CCC32C (configuration not stated)	-5	-9	-9	-4	1	-3	-3	-0.8	4
CC(C)CCNC(=O)c1csc2c1CCCCC2	-5	-4	-6	-3	0	5	0	-1.3	-5
Cc1cccc(CNC(=O)c2ccc(NC(=O)C3=CSCCO3)cc2)c1	0	-9	1	-5	2	0	8	-1.4	13
CN(Cc1ccccc1)C(=O)COc1cc(Cl)ccc1Cl	-20	-8	-4	-4	15	-6	2	-0.3	8
CC(=O)NCCCc1nc2ccccc2n1Cc1ccccc1F	-18	-1	3	2	1	9	9	0.2	4
CCn1nnc(NC(=O)c2cc3ccccc3o2)n1	-3	0	5	1	0	5	-4	2.4	1
Cc1ccc(NC(=O)CSc2nnc(-c3ccncc3)o2)cc1C	-10	1	8	-3	1	-2	-9	-0.8	5
CC(c1ccccc1)N1C(=O)c2ccc(C(=O)Nc3ccc(Br)cc3C(=O)O)cc2C1=O (configuration not stated)	59*	7	-2	-1	-1	7	9	-0.3	-3
CCCCCC(=O)N1C[C@@H](n2cc(C3CC3)nn2)[C@H](O)C[C@@H]1c1ccccc1	11	1	0	1	5	-8	-9	-0.1	4
Cc1cc(=O)[nH]c(N/N=C/c2c(C)nn(-c3ccc(F)cc3)c2Cl)n1	-22	0	8	1	2	11	-7	3.8	9
CC(OC(=O)c1ccc(NS(=O)(=O)c2ccc3[nH]c(=O)[nH]c3c2)cc1)C(=O)Nc1ccc(Cl)cc1 (configuration not stated)	2	-2	8	1	2	2	-5	-0.7	8
CCOc1ccc(Nc2cc(=O)oc3ccccc23)cc1	7	1	12	1	2	-2	-6	-5.5	-10
CCN(CCCNC(=O)c1[nH]c(C)c(C(C)=O)c1C)c1ccccc1	-12	-1	0	2	7	-7	-13	-0.3	-7
Cc1ccc(S(=O)(=O)N2CCCOC2CNC(=O)C(=O)NC2CCCC2)cc1 (configuration not stated)	9	6	-2	1	2	8	-5	-5.0	-13
CCCC(=O)Nc1nc(-c2ccc(Cl)s2)cs1	0	-5	-3	-4	1	-7	7	-2.0	10
Cc1cc(=O)n2nc(N3CCCC(C(=O)N4CCN(C)CC4)C3)sc2n1 (configuration not stated)	17	-12	-5	4	12	7	-1	6.0	3
CC1=C(C(=O)OCC2CCCO2)C(c2cccc(C(F)(F)F)c2)C2=C(CC(c3ccco3)CC2=O)N1 (configuration not stated)	7	-3	-2	-1	2	1	-7	3.4	-6
CC(C)CCNc1nc(-c2ccco2)c2c(c1C#N)CCCC2	0	4	16	-2	0	11	3	0.0	6
CCN(CC)S(=O)(=O)c1cc(NC(=O)NCCCl)ccc1C	18	-3	2	-3	0	3	6	0.4	-7
COc1cc(/C=N/NC(=O)c2ccc(O)cc2)ccc1Oc1ccc([N+](=O)[O-])cn1	-12	-10	-3	2	6	-4	5	-2.1	10
CCN[C@H]1CN(CCCOC)S(=O)(=O)c2sc(S(N)(=O)=O)cc21	-1	-4	4	1	1	16	-15	-2.1	6
CN(CCC#N)C(=O)COC(=O)c1c2c(nc3ccccc13)/C(=C/c1ccco1)CC2	2	-6	-4	0	1	8	14	1.8	6
c1coc(-c2nc3ccccc3s2)c1	21	-11	-1	3	1	-2	-1	-3.6	22
CCc1ccc2nc(Nc3ccc(OC)cc3OC)c(C#N)cc2c1	-58	4	0	3	0	9	-1	15	2
CCC(=O)N1CCN(c2ccccc2NC(=O)c2ccc([N+](=O)[O-])o2)CC1	-4	3	3	-1	8	5	-11	-0.7	-9
CCOc1cc(S(=O)(=O)n2ccnc2)ccc1Cl	15	4	-2	0	1	6	-2	-0.3	5
O=C(NNC(=O)c1ccc2ccccc2c1)c1ccc(Cl)cc1	-20	1	8	1	0	2	-3	1.5	10
CCOC(=O)Cn1cnc(-c2ccc([N+](=O)[O-])cc2)c1	11	1	27*	0	3	12	3	-1.7	2

Screens: PubChem, several laboratories
